HCMV antiviral: human cytomegalovirus inhibition; activity change, negative = inhibition, % at 57.5 µM; actives 4.5% (n = 410,000); HFF cells, HCMV-luciferase reporter, 72 h; hits give low values; in the data active = activity change below about -60%; inconclusive = no clear call, values can overlap the other calls; inactive = above about -39%
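Cell-based, HFFs, 1000 cells/well, 16 h 37C; cpds in DMSO + HCMV-luc, MOI 1 PFU/cell; 72 h 37C; OneGlo luminescence after 5 min RT; norm. to buffer vs Salinomycin 10uM.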
AMA1 RON2 block: disrupts binding of P. falciparum AMA1 to RON2; actives 0.2% (n = 360,000); AlphaScreen AMA1-biotinylated RON2 peptide binding; Potency, µM (series often up to 58.2 µM), without a hit: at the top dose activity change, negative = inhibition, hits mostly inhibitors;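 also: potency is read from the fitted curve at half-maximal effect; 0% = vehicle wells and -100% = peptide control; nearly all actives have a fitted effect of over 45% in size; some results filed as inactive show a strong effect at the top dose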
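AMA1 (3D7) with his tag at 25 nM final met compounds first, then biotinylated RON2 peptide at 25 nM; detection used donor plus acceptor beads, 10 µg/mL apiece, read by AlphaScreen after 30 min at room temperature.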
FBPA Giardia inh: inhibitors of Giardia lamblia fructose-1,6-bisphosphate aldolase. A8B2U2. actives 0.71% (n = 290,000). purified Giardia FBPA. Potency, µM (doses to about 59.6 µM), for the others: at the highest dose activity, negative = inhibition, actives largely listed as inhibitors. AID 2451; also: potency is read from the fitted curve at half-maximal effect; nearly all actives have a fitted effect of over 55% in size
Target sequence (A8B2U2 whole entry, looked up): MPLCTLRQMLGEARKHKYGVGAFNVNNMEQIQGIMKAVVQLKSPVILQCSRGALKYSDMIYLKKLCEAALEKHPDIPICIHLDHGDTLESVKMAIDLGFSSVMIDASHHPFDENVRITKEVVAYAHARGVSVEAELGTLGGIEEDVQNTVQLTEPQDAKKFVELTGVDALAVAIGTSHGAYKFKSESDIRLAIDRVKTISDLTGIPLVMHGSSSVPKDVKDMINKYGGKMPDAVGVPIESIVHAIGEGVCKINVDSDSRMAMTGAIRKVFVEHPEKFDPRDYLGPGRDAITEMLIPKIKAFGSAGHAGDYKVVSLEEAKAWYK
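40 nM FBPA preincubated 10 min at RT with compound (up to 57.5 uM final), then substrate plus GAPDH/TPI/NAD/arsenate coupling and diaphorase/resazurin added. Fluorescence read after 20 min at RT, 525/598 nm.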
AmpC no deterg: blocks E. coli AmpC beta-lactamase in detergent-free assay; Potency, µM (series often up to 57.1 µM), without a hit: at the highest dose activity change, negative = inhibition, most hits filed as inhibitors; AmpC nitrocefin hydrolysis, absorbance 480 nm, 0.0001% Triton; P00811; AID 485341; actives 0.52% (n = 330,000);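 also: potency is read from the fitted curve at half-maximal effect; plate controls were no compound for no effect and no enzyme for full effect; nearly all actives have a fitted effect of over 20% in size; some results filed as inactive show a strong effect at the top dose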
Target sequence (P00811 whole entry, looked up): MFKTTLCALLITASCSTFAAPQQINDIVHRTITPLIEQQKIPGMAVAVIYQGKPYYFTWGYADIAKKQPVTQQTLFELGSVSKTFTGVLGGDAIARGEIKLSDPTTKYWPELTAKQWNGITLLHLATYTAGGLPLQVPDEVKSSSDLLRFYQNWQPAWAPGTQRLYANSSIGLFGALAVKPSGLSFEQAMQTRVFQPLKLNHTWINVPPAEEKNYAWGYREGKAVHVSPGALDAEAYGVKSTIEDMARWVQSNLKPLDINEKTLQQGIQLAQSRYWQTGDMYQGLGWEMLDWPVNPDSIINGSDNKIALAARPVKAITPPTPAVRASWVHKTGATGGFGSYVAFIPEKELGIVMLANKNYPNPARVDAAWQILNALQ
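AmpC (5.3 nM in the dispensed reagent) in 20 mM phosphate pH 7.0 with 0.01% (detergent screen) or 0.0001% Triton X-100 was preincubated with compounds for 15 min at room temperature. Nitrocefin was then added from an 800 uM solution, and hydrolysis was followed at 480 nm.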
Sm TGR block: blocks Schistosoma mansoni thioredoxin glutathione reductase. AID 485364. Q962Y6. actives 3% (n = 360,000). purified TGR, DTNB reduction, TNB absorbance 405 nm. Potency, µM (series often up to 114 µM), for inactives: top-dose activity change, negative = inhibition, usual class: inhibitors; also: potency is read from the fitted curve at half-maximal effect; nearly all actives have a fitted effect of over 60% in size
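First, TGR (20 nM dispensed) and NADPH were mixed with compound. Second, a 15 min room-temperature incubation followed. Third, further NADPH and then DTNB were added to start the reaction. Finally, TNB absorbance was monitored kinetically.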
AmpC detergent: blocks E. coli AmpC beta-lactamase in detergent assay. actives 0.041% (n = 370,000). Potency, µM (top dose mostly 114 µM), without a hit: at the highest dose activity change, negative = inhibition, hits mostly inhibitors. AmpC hydrolysis of nitrocefin, absorbance 480 nm, 0.01% Triton. P00811;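 also: potency is read from the fitted curve at half-maximal effect; 0% = no-compound wells and -100% = no-enzyme wells; nearly all actives have a fitted effect of over 25% in size; some results filed as inactive show a strong effect at the top dose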
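AmpC (5.3 nM in the dispensed reagent) in 20 mM phosphate pH 7.0 with 0.01% (detergent screen) or 0.0001% Triton X-100 was preincubated with compounds for 15 min at room temperature. Nitrocefin was then added from an 800 uM solution, and hydrolysis was followed at 480 nm.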
Active calls of the source: *; ? = inconclusive; / = not tested or not shown; & = joins results of further samples; [ ] = remark or other dose. Unless noted, calls follow the shape of the dose curve; as a rule, active = well fitted curve in the direction sought with a large enough effect; inconclusive = small, poorly fitted or top-dose-only effect, or another doubt; inactive = no such curve, though single readings can be large; an effect the other way counts as inactive or inconclusive. Unless noted, % is scaled to controls: 0 for no effect and ±100 for the full control effect.

SMILES	HCMV antiviral	AMA1 RON2 block	FBPA Giardia inh	AmpC no deterg	Sm TGR block	AmpC detergent
Cc1cc(F)ccc1NC(=O)C1CSC2(C)CCC(=O)N12 (stereo unspecified)	-13	-2%	/	-8%	0%	?
OCCN=C1CCCc2c1[nH]c1ccc(Cl)cc21	84	?	-2%	-4%	-20%	0%
COc1ccc(NC(=O)c2ccc3nc(C)sc3c2)cc1	38	-24%	-15%	-14%	-16%	1%
O=C(NCCF)[C@H]1C[C@@H]1[C@H](NP(=O)(c1ccccc1)c1ccccc1)c1ccccc1	-7	-1%	-3%&11%	155%[activator]	2%	5%
O=C(NCc1cc(C(F)(F)F)cc(C(F)(F)F)c1)C12CN(Cc3ccccc3)CC1C(c1cccc([N+](=O)[O-])c1)=NO2 (stereo unspecified)	/	-3%	-5%	-9%	0%	-1%
CCN1C(=O)/C(=C\N2CCN(C)CC2)SC1=S	?	3%	5%	-4%	0%	-6%
Cc1ccc(N=c2c([N+](=O)[O-])nn(-c3ccccc3)n2O)c(C)c1	116	?	-27%	-53%	32µM*	-11%
Cc1nc(NC(=O)COC(=O)C2=NNC(=O)CC2)c(Cl)cc1Cl	-27	-25%	2%	-13%	11%	1%
COC(=O)C(Cc1c[nH]c2ccccc12)NC(=O)c1cncc(Br)c1 (stereo unspecified)	27	-1%	-1%	-11%	-2%	-9%
COc1ccc(N2CCN(S(=O)(=O)CCNC(=O)c3ccc(C(F)(F)F)cc3)CC2)cc1	-1	/	/	/	-3%	-3%
Cc1ccc(NC(=O)CN(C)C(=O)COC(=O)[C@@H](NC(=O)c2ccccc2F)C(C)C)cc1	?	-24%	/	7%	/	/
CC1CN(C(=O)CS(=O)(=O)Cc2ccc(Cl)cc2)CC(C)O1 (stereo unspecified)	84	-7%	-11%	-3%	-3%	-2%
CCCCC(=O)Nc1ncc(S(=O)(=O)c2ccc([N+](=O)[O-])cc2)s1	-35	-1%	-3%	-22%	1%	-2%
CCOc1cc(N2CCOCC2)c(OCC)cc1NC(=O)CN1C(=O)C2C3C=CC(C3)C2C1=O (stereo unspecified)	-2	-2%	5%	-5%[11.4 µM]	4%	-14%
S=c1[nH]nc2nnc3ccccc3n12	?	-6%	?	-4%	-18%	7%
O=C(NC(Cc1ccccc1)C(=O)O)/C(=C/c1ccc(Cl)cc1)NC(=O)c1ccccc1 (stereo unspecified)	-3	34%[activator]	12%	-23%	8%	-10%
COc1ccccc1NS(=O)(=O)c1cccc(N=C2N=C(N)c3ccccc32)c1	8	-3%	0%	-29%	1%	-12%
CC(C)(C)c1ccc(C(=O)CS(=O)(=O)c2ccccc2)cc1	0	-1%	2%	-28%	0%	-6%
COc1cc(CN2CCN(S(=O)(=O)c3ccccc3)CC2)cc(OC)c1O	18	/	/	/	4.5µM*	18%
CCOCCCNC(=S)N1CCCC(c2nc3ccc(C)cc3[nH]2)C1 (stereo unspecified)	-14	-1%	-4%	35%	0%	3%
O=C(CNCc1ccccc1)Nc1ccc(Cl)cc1	3	4%	2%	-2%	-18%	0%
Nc1nc(SCC(=O)Nc2ccc([N+](=O)[O-])cc2)[nH]c(=O)c1NC(=O)c1ccc(Br)o1	39	-13%	/	-35%	7%	0%
Cc1c(C(=O)NCc2ccc(OC(C)C)cc2)sc2ncnc(N(C)C3CCCCC3)c12	-3	/	/	/	12%	9%
COCC(=O)O[C@]1(CCN(C)CCCc2nc3ccccc3[nH]2)CCc2cc(F)ccc2[C@@H]1C(C)C	-98*	-16%	?	216%[activator]	-22%	4%
O=C(CCS(=O)(=O)c1nc(-c2ccc3c(c2)OCO3)cc(C(F)(F)F)n1)Nc1ccccc1C(F)(F)F	5	/	/	/	-27%	7%
Cc1ccc(NC(=O)CN(C)C(=O)c2cc(-c3cccs3)nn2-c2ccccc2)cc1	-13	?	/	-9%	-2%	?
CCCCSc1nc2sc3c(c2c(=O)[nH]1)CC(C)(CC)OC3 (stereo unspecified)	-29	-8%	-8%	-26%	3%	?
O=C(CSc1ncnc2c1oc1ccccc12)Nc1ccccc1C(F)(F)F	38	15%	6%	-16%	2%	?
CCC(Oc1ccc(C)cc1)C(=O)Nc1ccccc1C(=O)N1CCOCC1 (stereo unspecified)	/	5%	/	-1%	?	1%
Clc1ccccc1/C=C/c1ccnc2ccccc12	25	16%	6%	-15%	15%	4%
COc1ccc(CCNc2oc(-c3ccco3)nc2C#N)cc1	-10	-11%	-3%	-20%	-24%	-15%
CC(C)CN(C(=O)COC(=O)c1ccccc1Sc1ccccc1C#N)C1CCS(=O)(=O)C1 (stereo unspecified)	-13	-3%[2.32 µM]	-3%	124%[activator]	-15%	1%
CCC(C)c1ccccc1NC(=O)COC(=O)C1=COCCO1 (stereo unspecified)	-27	-12%	1%	-8%	0%	4%
CCOC(=O)/C=C/c1cnn(-c2ccccc2)c1	129	16%	2%	-3%	4%	8%
COc1ccccc1CNS(=O)(=O)c1cccs1	59	5%	3%	-13%	-14%	-1%
CN(c1ccc(C(=O)Nc2cccc([N+](=O)[O-])c2)cc1)S(C)(=O)=O	-13	4%	?	-23%	-10%	5%
CCc1nc(C)cn1S(=O)(=O)c1ccc(Cl)c(Cl)c1OC	-75*	/	/	/	7%	-4%
Cc1c(C(=O)N/N=C/c2ccncc2)nnn1-c1nonc1N	?	32%[activator]	/	-2%	-4%	0%
Cc1ccc(NC(=O)CN2C(=O)C3(SCC(=O)N3c3cccc(Cl)c3)c3ccccc32)cc1C (stereo unspecified)	-65*	/	/	/	-6%	4%
COc1ccccc1CNC(=O)c1ccc2nc3[nH]c4ccccc4c3nc2c1	-86*	-24%	2%	47%	-2%	-4%

Two entries from above, with two lines to a compound.
Results follow in this order: HCMV antiviral | AMA1 RON2 block | FBPA Giardia inh | AmpC no deterg | Sm TGR block | AmpC detergent
> CCOc1cc(N2CCOCC2)c(OCC)cc1NC(=O)CN1C(=O)C2C3C=CC(C3)C2C1=O (stereo unspecified)
  -2 | -2% | 5% | -5%[11.4 µM] | 4% | -14%
> CCc1nc(C)cn1S(=O)(=O)c1ccc(Cl)c(Cl)c1OC
  -75* | / | / | / | 7% | -4%

The results go on:
SMILES	HCMV antiviral	AMA1 RON2 block	FBPA Giardia inh	AmpC no deterg	Sm TGR block	AmpC detergent
CC(=O)NCCC(=O)N1CCCC(N(C)CCc2ccccc2)C1 (stereo unspecified)	0	-2%	-2%	-3%	-27%	?
Cc1cc(F)ccc1S(=O)(=O)N1CCCOC1CNC(=O)C(=O)NCc1ccco1 (stereo unspecified)	-18	-4%	0%	-27%	-13%	0%
CCN(CC)S(=O)(=O)c1ccc(NC(=O)[C@@H](NC(=O)c2cc(OC)cc(OC)c2)C(C)C)cc1	37	-1%	-7%	3%	4%	?
CS(=O)(=O)N(CC(=O)NC1CCCC1)c1ccc2c(c1)OCCO2	15	-5%	2%	-22%	4%	1%
CCN1C(=O)[C@H]2[C@H]3CN=C(SCC(=O)c4ccccc4)N3[C@@](CC)(C(=O)OC)[C@H]2C1=O	1	77%[activator]	/	-13%	/	/
O=C(NCCCN1CCOCC1)c1ccccc1	-17	0%	-18%	-8%	-4%	-2%
O=C(NCC(=O)N(Cc1ccco1)C(C(=O)NC1CCCC1)c1ccncc1)c1cccs1 (stereo unspecified)	14	-11%	-1%	-27%	35µM*	-5%
COc1ccccc1N1CCN(S(=O)(=O)c2c(C)[nH]c(C)c2C(=O)N2CCCCC2)CC1	5	3%	9%	98%[activator]	2%	?
COc1ccc(S(=O)(=O)N2CCCCCC2)cc1NC(=O)c1ccccc1	-37	6%	/	-14%	3%	5%
Clc1cccc(Oc2ncccn2)c1	-17	-21%	-2%	-23%	-1%	-3%

Ordered by count of non-hydrogen atoms (high to low): 3 of the compounds above.
SMILES	HCMV antiviral	AMA1 RON2 block	FBPA Giardia inh	AmpC no deterg	Sm TGR block	AmpC detergent
O=C(NCc1cc(C(F)(F)F)cc(C(F)(F)F)c1)C12CN(Cc3ccccc3)CC1C(c1cccc([N+](=O)[O-])c1)=NO2 (stereo unspecified)	/	-3%	-5%	-9%	0%	-1%
Cc1c(C(=O)N/N=C/c2ccncc2)nnn1-c1nonc1N	?	32%[activator]	/	-2%	-4%	0%
Clc1ccccc1/C=C/c1ccnc2ccccc12	25	16%	6%	-15%	15%	4%

Going on with the list.
SMILES	HCMV antiviral	AMA1 RON2 block	FBPA Giardia inh	AmpC no deterg	Sm TGR block	AmpC detergent
Oc1c(C(c2ccco2)N2CCN(C(c3ccccc3)c3ccccc3)CC2)sc2ncnn12 (stereo unspecified)	-13	61%[activator]	-20%	24%	?	-18%
COc1ccc(/C=C(\NC(=O)c2ccc(OC)c(OC)c2)C(=O)NCCc2c[nH]c3ccccc23)cc1	0	-3%	0%	71%[activator]	4%	-8%
NNC(=O)C(Cc1ccc(O)cc1)N1Cc2ccccc2C1=O (stereo unspecified)	-19	62%[activator]	-2%	-43%	-13%	-9%
C=CCn1c(CCc2cc(C(C)(C)C)c(O)c(C(C)(C)C)c2)n[nH]c1=S	-27	44%[activator]	-19%	-1%	-17%	-8%
COc1ccc(C(C(=O)NC(C)(C)C)N(C(=O)CNC(=O)c2cccs2)c2ccc(C)cc2)cc1OC (stereo unspecified)	41	3%	11%	98%[activator]	8%	?
CCN1CCN(C(=S)Nc2sc(C)c(-c3ccccc3)c2C(=O)OC)CC1	9	?	/	139%[activator]	-18%	-12%
Cc1cc(Cl)ccc1OCC(=O)Nc1cccnc1	19	-8%	5%	-12%	3%	2%
Cc1ccc(C(=O)NCCc2nnc3ccc(SCC(=O)Nc4cc(C)on4)nn23)cc1	0	2%	-12%	-15%	-3%	-2%
COc1ccc(CN2CCN(c3ccccc3F)CC2)c(OC)c1	56	/	?	-3%	0%	-8%
Cc1ccsc1CN1CCc2nc(N3CCN(c4ccccc4F)CC3)ncc2C1	-29	/	/	/	-3%	11%
c1ccc(-c2nc(N3CCN(c4ccccc4)CC3)nc(-n3ccnc3)n2)cc1	-9	1%	-1%	-22%	-10%	0%
CCC1(CC)C(=O)N(Cc2ccccc2)C(=O)N(Cc2ccccc2)C1=O	/	52%[activator]	3%	-6%	16%	-11%
O=C1Nc2c(Br)cccc2C1=O	36	12%	/	-9%	/	/
Cc1[nH]c2ccccc2c1-c1nc2ccccc2[nH]1	53	-3%	-2%	-13%	3%	6%
O=C(CSc1nc2c(c(=O)n1-c1ccc(Cl)cc1)SCC2)N1CCCC1	-18	-4%	-6%	-11%	-24%	-9%
Cn1c(=O)n(CCC(=O)O)c2ccccc21	16	3%	4%	-6%	-15%	-3%
CCCn1nnc(NC(=O)C(C)C)n1	15	-9%	5%	4%	-3%	-1%
COc1ccccc1NC(=O)Nc1ccccc1C(N)=O	-21	1%	1%	-3%	5%	-5%
COc1ccc(CCC(=O)Nc2sc(C(=O)N(C)C)c(C)c2C#N)cc1	34	-3%	1%	-10%	-12%	-2%
Cc1ccc(NC(=O)CN2C(=O)NC3(CCc4ccccc43)C2=O)cc1 (stereo unspecified)	-22	-13%	3%	-13%	4%	1%
Nc1nnc(Cc2cccc(Br)c2)s1	3	5%	-6%	-23%	-1%	1%
